EBNA-1 inh – blocks EBNA-1 binding to DNA. EBNA-1 DNA binding, fluorescence polarization. hit rate 0.34% among 300,000. inhibition, % at 14.8 µM; in the data active = inhibition above about 28%
proCasp3 act – activates human procaspase-3; recombinant procaspase-3 D3A, Ac-DEVD-pNA absorbance 405 nm; activation, % at 8.5 µM; P42574; AID 463141; hit rate 0.11% among 330,000;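 active = activation above the mean of all tested compounds plus 3 SD, cut at about 21% in these data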;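 also: 0% = DMSO alone and 100% = DMSO wells spiked with extra 5 µM PC-3 D3A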
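material = Procaspase-3 D3A mutant | probe or stimulus = Ac-DEVD-pNA | compound = single dose, 8.5 µM nominal compound, 0.8% DMSO | timing = 1 h preincubation, 2 h reaction | measured by = 405 nm absorbance of p-nitroaniline, reads at 0 and 120 min | benchmarks = DMSO-only low control, 5 µM PC-3 D3A high control | repeats = singlicate, each compound tested once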
LAP4-GFP MLPCN – yeast TOR pathway LAP4-GFP modulation. hit rate 0.34% among 320,000. S. cerevisiae LAP4-GFP multiplex, flow cytometry GFP, 3 h; median GFP as percent of DMSO wells. GFP response vs DMSO, % at 10 µM;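 active = GFP response vs DMSO above a set limit, about the screen mean plus 3 SD, cut at about 150% in these data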
AHR act – human AHR activation | P35869 | AHR-responsive luciferase reporter cells, luminescence | activation, % at 5 µM | hit rate 2.5% among 320,000 | AID 2796; in the data active = activation above about 47%;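 also: 0% = vehicle wells and 100% = reference agonist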
RPL19A-GFP yeast – yeast TOR pathway RPL19A-GFP modulation; percent response vs DMSO, % at 10 µM; hit rate 0.3% among 330,000; S. cerevisiae RPL19A-GFP strain, flow cytometry, 3 h; active compounds read low;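 active = percent response vs DMSO below 50%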;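 also: median channel GFP fluorescence of the barcoded RPL19A-GFP strain; ratio of sample median GFP to plate DMSO average so 100% = DMSO; lower means less RPL19A-GFP as with rapamycin TOR inhibition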
MEP2 TOR yeast – modulators of TOR pathway MEP2-GFP in S. cerevisiae; S. cerevisiae MEP2-GFP strain, flow cytometry GFP, 3 h; 100% = DMSO control level; GFP response vs DMSO, % at 10 µM; hit rate 0.51% among 330,000;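 active = GFP response versus DMSO above a set limit, roughly screen mean plus 3 SD, cut at about 180% in these data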;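 also: median GFP fluorescence of the barcode-gated MEP2-GFP cells per well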
ZTA counter – blocks Epstein-Barr virus ZTA, an EBNA-1 counter-screen; inhibition, % at 11 µM; P03206; ZTA-DNA binding, fluorescence polarization; AID 2234; hit rate 0.15% among 320,000; in the data active = inhibition above about 33%
proCasp7 act – activates human procaspase-7, counter-screen for procaspase-3 activators; recombinant procaspase-7, Ac-DEVD-pNA absorbance 405 nm; D23A/D198A/D206A triple mutant, cannot self-cleave; scale: DMSO 0, 5 µM enzyme 100; activation, % at 8.5 µM; hit rate 0.093% among 330,000; AID 463210;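 active = percent activation above the screen-wide mean plus 3 SD, cut at about 25% in these data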
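signal = Epi-absorbance of released pNA at 405 nm, two timepoints | assay system = Uncleavable procaspase-7 mutant enzyme | reagent = Ac-DEVD-pNA substrate, 400 µM as added | times = 1 h enzyme–compound preincubation and 2 h substrate reaction, both 25 °C | benchmarks = low DMSO alone, high DMSO plus 5 µM PC-7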
Numbers without * were called inactive; . = not tested or not shown; [ ] = remark or other dose. Outcome played no part in choosing rows (roughly 3.8% active in at least one column).

Structure | EBNA-1 inh | proCasp3 act | LAP4-GFP MLPCN | AHR act | RPL19A-GFP yeast | MEP2 TOR yeast | ZTA counter | proCasp7 act
CCCCCc1c(C)[nH]c2nc3ccccc3n2c1=O | -7 | -7 | 99 | 11 | 101 | 106 | 5 | -6
CCc1ccc(/C=C\C(=O)N2CCc3ccccc3C2)cc1 | -11 | -6 | 112 | 6 | 100 | 106 | -6 | -9
Cc1ccc(C2(CC(=O)O)CCOC(C)(C)C2)cc1 (stereo not given) | -1 | -6 | 104 | 1 | 101 | 104 | 11 | -6
CC(C)Oc1ccc(C(CC(=O)O)NC(=O)c2cccs2)cc1 (stereo not given) | 6 | 3 | 106 | -1 | . | 108 | 4 | -8
CCOC(=O)CSc1nnc(CNC(=O)c2ccc(OC)cc2)n1C1CCCCC1 | 15 | 0 | 100 | 0 | 103 | 103 | 1 | -1
CCNC(=O)N(C)C[C@H]1N[C@@](CC)(C(=O)OC)[C@H]2C(=O)N(C)C(=O)[C@@H]12 | . | 4 | 99 | -1 | 102 | 103 | . | -2
C#CCNC(=O)C1=C[C@@H](c2cn(C(C)=O)c3ccccc23)C[C@@H](OCc2ccc(CO)cc2)O1 | -4 | 6 | . | 47* | . | . | -16 | 3
Nc1nonc1-c1noc(CCCOc2ccc(Cl)cc2Cl)n1 | -3 | -5 | 103 | 0 | 89 | 91 | 0 | -14
Cc1ccccc1N1CCN(S(=O)(=O)c2ccc3oc(=O)ccc3c2)CC1 | 3 | 4 | 113 | -3 | 107 | 109 | -7 | 3
COc1ccc(NC(=O)CNS(=O)(=O)c2ccc3nc(C)sc3c2)c(OC)c1 | 8 | 3 | 100 | 0 | 98 | 103 | 12 | 8
O=C(Cc1ncon1)Nc1ccc(F)c(F)c1F | 0 | 2 | 84[may fluoresce violet] | 4 | 33*[may fluoresce violet] | 185*[may fluoresce violet] | -9 | 1
COc1ccc(N(CC(=O)Nc2ccc(C)c(F)c2)S(=O)(=O)c2c(C)noc2C)cc1 | 5 | 1 | 102 | 11 | 100 | 103 | -3 | 6
COCCn1c(SCC(=O)Nc2cc(C)cc(C)c2)nc2ccccc2c1=O | 2 | 5 | 100 | 6 | 106 | 110 | -4 | 10
O=C(COc1ccc2c(c1)CCC2)N1CCN(c2ccc(F)cc2)CC1 | -7 | -2 | 113 | 6 | 95 | 94 | 9 | -2
COc1ccc(/C=C2\SC(N)=NC2=O)cc1Cl | -4 | 7 | 105 | 0 | 111 | 114 | -19 | -6
COc1ccc(-c2cn3cccnc3n2)cc1 | 7 | -2 | 102 | 17 | 99 | 101 | -3 | 1
O=C(NC(=S)N1CCc2ccccc21)c1ccco1 | -2 | -7 | 104 | 9 | 94 | 97 | 14 | -14
Cc1cc(NC(=O)CCC(=O)N(CC(=O)NC2CCCC2)c2ccc(Cl)c(Cl)c2)no1 | 0 | 7 | 95 | 4 | 104 | 111 | 0 | -1
CCC(=O)Oc1oc(-c2ccccc2)nc1C=Nc1ccccc1OC | -19 | -5 | 103 | 25 | 94 | 99 | -12 | -4
CCC(C(=O)NC(C)(C)C)N(C(=O)Cn1nnc(-c2cccs2)n1)c1cnc2ccccc2c1 (stereo not given) | -7 | -18 | 103 | 2 | 105 | 102 | -15 | -28
CCCCNC(=S)NNC(=O)C1=NN(c2cc(C)ccc2C)C(=O)CC1 | 4 | -2 | 100 | -2 | 94 | 101 | -2 | -10
COCCOc1nc2c(c(=O)n(C)c(=O)n2C)n1CCc1ccccc1 | -16 | 4 | 99 | 34 | 89 | 94 | 10 | -1
CCCC(CCC)=NNC(=O)CN(Cc1ccccc1)S(=O)(=O)c1ccccc1 | -14 | -1 | 92 | 3 | 105 | 91 | 0 | -4
Cc1ccc(CNCC(O)(c2ccccc2)c2ccc(F)cc2)cc1 (stereo not given) | 0 | -2 | 103 | 7 | 101 | 95 | -8 | -9
Cc1ccc(S(=O)(=O)CCC(=O)Nc2sccc2C(N)=O)cc1 | . | -7 | 98 | 0 | 108 | 99 | . | 10
CCn1nc(C)c(/C=N/NC(=O)CSc2ccccn2)c1C | 1 | -2 | 110 | 13 | 103 | 107 | 1 | -6
Cc1ccc(-n2c(SCC(=O)NC3CCS(=O)(=O)C3)nc3ccccc3c2=O)cc1C (stereo not given) | 11 | 6 | 98 | 0 | 97 | 97 | 1 | -3
Cc1ccccc1NS(=O)(=O)c1ccc2[nH]cc(C(=O)N(C)Cc3ccco3)c(=O)c2c1 | 0 | -3 | 98 | 0 | 98 | 104 | -8 | -6
Cc1ccc(OC(=O)c2ccncc2)c(C)c1 | -3 | 3 | 94 | 4 | 104 | 102 | -5 | -6
Cc1ccc(C(C)C)c(OCC(=O)NN=C2CCCC(=O)C2)c1 | . | -6 | 96 | 9 | 95 | 100 | . | 0
Cc1ccc(NC(=O)CN2C(=O)C3CC=C(Cl)CC3C2=O)cc1 (stereo not given) | 8 | 9 | 87 | 6 | 91 | 89 | -6 | 7
Cc1ccc(S(=O)(=O)N2[C@@H](c3ccccc3)C(C(=O)O)=CC[C@H]2c2ccc(Cl)cc2)cc1 | 8 | -10 | 123 | 0 | 101 | 88 | 5 | -2
Cc1ccc(SCCC(=O)NC(C(C)C)C(C)C)cc1 | 8 | 4 | 91 | 5 | 102 | 95 | -17 | 13
Cc1nnc(SCC(=O)Nc2nccs2)o1 | 11 | 5 | 98 | -1 | 101 | 97 | -12 | 4
CC1CCc2sc(NC(=S)NC(=O)c3ccccc3)c(C#N)c2C1 (stereo not given) | -3 | 2 | 91 | 30 | 104 | 102 | 11 | -9
CC(=O)Oc1ccc(Cl)cc1/C=C/c1cc(OC(C)=O)c2ccccc2n1 | -5 | -6 | 102 | 21 | 98 | 104 | 12 | -3
COc1cc(N=Cc2c(O)[nH]c3ccccc23)cc(OC)c1OC | 1 | -8 | 96 | -5 | 96 | 103 | -8 | -15
Cc1cc2c(cc1S(=O)(=O)CCC(=O)NCc1ccccc1)OCC(=O)N2 | 5 | 5 | 104 | -1 | 94 | 101 | -12 | 9
O=C(NCCCn1ccnc1)C(=O)NCC(c1cccnc1)N1CCN(c2ccccc2)CC1 (stereo not given) | -13 | -4 | 94 | 2 | 106 | 96 | -3 | -2
CCC1=NN(C(=O)c2ccc(C)cc2)C(O)(c2ccc(Br)cc2)C1 (stereo not given) | 10 | 0 | 104 | 20 | 102 | 97 | 0 | -7

Record cards, as listed above. Order of screens: EBNA-1 inh, proCasp3 act, LAP4-GFP MLPCN, AHR act, RPL19A-GFP yeast, MEP2 TOR yeast, ZTA counter, proCasp7 act
Record of CCc1ccc(/C=C\C(=O)N2CCc3ccccc3C2)cc1 : -11, -6, 112, 6, 100, 106, -6, -9
Record of Cc1nnc(SCC(=O)Nc2nccs2)o1 : 11, 5, 98, -1, 101, 97, -12, 4
Record of CCCCCc1c(C)[nH]c2nc3ccccc3n2c1=O : -7, -7, 99, 11, 101, 106, 5, -6

(more compounds)
Structure | EBNA-1 inh | proCasp3 act | LAP4-GFP MLPCN | AHR act | RPL19A-GFP yeast | MEP2 TOR yeast | ZTA counter | proCasp7 act
COCCn1nnnc1C(c1cccs1)N1CCN(c2cccc(C(F)(F)F)c2)CC1 (stereo not given) | -5 | 4 | 99 | 1 | 98 | 102 | 4 | 6
Cc1cc(C(=O)NC2CCCC2)c2ccccc2n1 | -1 | 10 | 115 | 1 | 103 | 110 | 0 | 7
O=C(CN(C(=O)c1csnn1)c1ccc(Cl)cc1)NCCc1ccccc1 | -4 | 6 | 106 | 0 | 111 | 106 | 2 | -12
CN(CC(=O)Nc1ccc(N2CCOCC2)cc1)C(=O)Cc1ccccc1 | . | 0 | 113 | 1 | 108 | 108 | -5 | -8
N#Cc1ccc(N2CCN(c3ccc(F)cc3)CC2)cc1 | 3 | -4 | 111 | -10 | 100 | 104 | 2 | 9
O=C(CN1CCN(C(=O)c2ccccc2)CC1)Nc1ccc(Br)cn1 | -1 | -1 | 108 | 3 | 104 | 108 | -2 | 12
C[C@@H]1COC(=O)[C@@H](Cc2ccc(F)cc2)CC/C=C\C[C@@H](CC(=O)NCCO)C(=O)N1 | . | 10 | 109 | -3 | 96 | 104 | . | -1
COc1cc2c(cc1OC)CN(C(=O)CCc1c[nH]c3ccccc13)[C@H](C(=O)O)C2 | -10 | 13 | 91 | 8 | 107 | 106 | -7 | 13
CC(=O)Nc1ccc(N2C(=O)CSC2c2ccccc2)cc1 (stereo not given) | 2 | -4 | 91 | 0 | 105 | 107 | 2 | 7
COc1ccc(S(=O)(=O)N2CCC(C(=O)N[C@@H](C)C(=O)NC3CCCC3)CC2)cc1 | -6 | 1 | 99 | -3 | 101 | 103 | -8 | 6
O=C(Nc1ccc2c(c1)OCO2)Nc1ccc(F)cc1F | -5 | -7 | 90 | 24 | 103 | 85 | -12 | -6
CCCCNc1c([N+](=O)[O-])ncn1C | 0 | -2 | 108 | -3 | 99 | 109 | 6 | -7
O=C(Cc1ccc(-n2c(=O)[nH]c3ccccc3c2=O)cc1)N1CCN(c2cccc(Cl)c2)CC1 | 5 | 10 | 97 | -4 | 100 | 100 | 0 | 9
Cc1ccc(CN2CCN(Cc3cc4ccccc4o3)CC2CCO)cc1 (stereo not given) | -6 | -1 | 87 | 1 | 98 | 102 | 2 | 2
COc1cc(-c2noc(C)c2C#CC2(N)CCCCC2)cc(OC)c1OC | 3 | -8 | 130 | 13 | 100 | 97 | 0 | 8
O=c1[nH]c2ccc(S(=O)(=O)N3CCN(c4ccc(F)cc4)CC3)cc2o1 | -1 | 9 | 92 | -1 | 97 | 99 | 10 | 11
COC1=NS(=O)(=O)c2ccccc21 | -5 | 1 | 99 | 0 | 99 | 109 | -15 | 2
O=C(Oc1coc(CSc2nnc(NC(=O)C3CC3)s2)cc1=O)c1c(F)cccc1F | 2 | 6 | 102 | -2 | 102 | 101 | 6 | 0
CCCN1CCc2[nH]c(=S)[nH]c(=O)c2C1 | -16 | -3 | 99 | 2 | 102 | 100 | 3 | 6
O=C(Nc1scc(-c2cccs2)c1C(=O)O)c1cccs1 | 2 | 3 | 92 | 2 | 101 | 102 | 14 | -1
CC1CCN(c2c([N+](=O)[O-])nn(-c3ccc4c(c3)OCCO4)[n+]2[O-])CC1 | -8 | 0 | 89 | 15 | 95 | 99 | -4 | 0
COC(=O)CC1=NC(=O)CS1 | -3 | 1 | 104 | 4 | 101 | 104 | 2 | -4
COc1ccc(CCNC(=O)COC(=O)CNS(=O)(=O)c2ccc(SC)c([N+](=O)[O-])c2)cc1 | . | -5 | 97 | 21 | 99 | 97 | -23 | -7
CC(C)n1c(SCc2cc(=O)[nH]c3ccccc23)nc2c1c(=O)n(C)c(=O)n2C | -2 | 8 | 92 | 2 | 94 | 102 | -1 | 8
Cc1c(NC(=O)c2cc3nc(-c4ccccc4)cc(C)n3n2)c(=O)n(-c2ccccc2)n1C | 0 | 7 | 105 | 4 | 98 | 104 | -5 | -1
CC1(C)CC(=O)N(c2cccc(C(F)(F)F)c2)C(=O)C1 | -2 | 9 | 103 | 1 | 101 | 107 | 8 | -1
C/C(=C\c1ccc(Cl)cc1)C(=O)c1c(C)cc(C)[nH]c1=O | 6 | 0 | 93 | -3 | 101 | 106 | -7 | 14

Screens from PubChem BioAssay.
